# ERAP1 inh: ERAP1 (human) enzyme inhibition | Q9NZ08 | inhibition, % at 10.7 µM | 340,000 compounds, 0.15% hits | AID 652197 | recombinant ERAP1, Leu-AMC fluorescence, 60 min;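 active = mean replicate inhibition of at least 30%, or all replicates individually reaching that 30% level; inactive = mean below 30% and not every replicate reaching it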;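 note: 0% = neutral control wells and 100% = L-leucinethiol positive control wells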
# Target sequence (Q9NZ08 whole entry, looked up): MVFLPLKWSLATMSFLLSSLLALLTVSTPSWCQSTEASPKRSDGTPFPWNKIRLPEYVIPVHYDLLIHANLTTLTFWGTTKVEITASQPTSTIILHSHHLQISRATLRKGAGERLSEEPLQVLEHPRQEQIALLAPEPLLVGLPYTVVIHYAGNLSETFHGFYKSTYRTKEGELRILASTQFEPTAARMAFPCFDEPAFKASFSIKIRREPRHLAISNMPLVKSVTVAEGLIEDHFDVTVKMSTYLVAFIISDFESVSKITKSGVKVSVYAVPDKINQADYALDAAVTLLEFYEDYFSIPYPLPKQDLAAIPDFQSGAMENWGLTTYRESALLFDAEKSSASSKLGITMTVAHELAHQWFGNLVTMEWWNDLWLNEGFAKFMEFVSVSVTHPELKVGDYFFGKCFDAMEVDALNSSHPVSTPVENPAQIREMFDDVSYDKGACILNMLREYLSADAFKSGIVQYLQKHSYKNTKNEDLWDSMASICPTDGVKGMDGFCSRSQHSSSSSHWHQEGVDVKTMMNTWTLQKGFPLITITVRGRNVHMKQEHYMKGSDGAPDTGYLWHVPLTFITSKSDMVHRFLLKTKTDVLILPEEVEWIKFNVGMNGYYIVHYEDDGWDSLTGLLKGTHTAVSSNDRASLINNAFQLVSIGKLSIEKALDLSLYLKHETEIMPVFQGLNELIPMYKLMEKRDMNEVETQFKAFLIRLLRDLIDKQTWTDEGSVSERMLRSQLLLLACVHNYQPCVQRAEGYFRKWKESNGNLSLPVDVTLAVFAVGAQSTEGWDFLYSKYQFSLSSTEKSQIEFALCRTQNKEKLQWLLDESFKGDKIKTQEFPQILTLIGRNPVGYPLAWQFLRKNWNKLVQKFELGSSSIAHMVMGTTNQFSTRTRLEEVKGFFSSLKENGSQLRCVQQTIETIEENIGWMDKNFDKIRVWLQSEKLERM
# LGR2 inh: inhibitors of bursicon-induced Drosophila LGR2 receptor cAMP signaling. inhibition, % at 9.99 µM. 380,000 compounds, 0.35% hits. HEK293 LGR2, CRE-luciferase, bursicon-stimulated, 4 h;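 active = drop in luminescence signal, shown as inhibition above about 50% in the replicate tests, limit read from the data, passing the limit was not always enough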;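 note: agonist challenge used bursicon conditioned medium at about half maximal strength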
# Statin myotox sup: suppressors of simvastatin-induced myotoxicity in C2C12 myotubes; ATP luminescence, 48 h; scaled: DMSO 0, geranylgeraniol control 100; rescue of ATP level, % at 7.49 µM; 330,000 compounds, 0.78% hits; AID 602340;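 active = mean ATP rescue above about 67%, or every replicate alone reaching that limit, limit read from the data, passing the limit was not always enough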;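 note: myotubes were challenged with 10 µM simvastatin during compound exposure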
# Cneo AK release: Cryptococcus neoformans lysis via adenylate kinase release; 360,000 compounds, 0.2% hits; lysis activity, % at 15 µM; C. neoformans lysis, adenylate kinase release luminescence, 4 h; normalised: neutral wells 0, clomiphene wells 100;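 active = mean lysis activity across replicates of at least 80%, whatever share of replicates individually reach that level; inactive = mean lysis activity below 80%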
#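 Schedule: static 4 h at 37 °C with compound, 1 h detection; system: C. neoformans cells; benchmarks: Clomiphene as positive control; buffer or medium: fresh YPD medium; measure: luminescence rise reflecting yeast cell lysis; measured by: luminescent adenylate kinase detection reagent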
# PGC1a acetyl inh: PGC1a acetylation modulation, inhibitor mode | U2OS PGC1a acetylation, AlphaScreen anti-acetyl-lysine; with virally co-expressed GCN5 acetyltransferase | 350,000 compounds, 0.17% hits | inhibition, % at 15.6 µM | AID 651687;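 active = every replicate shows inhibition of at least 40%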;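 note: 0% = neutral control wells and 100% = positive control wells; some results beyond the cut were filed as inactive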
# SIRT5 block: blocks human SIRT5 desuccinylation of peptide; Q9NXA8; Purified SirT5, succinyl-peptide AMC, trypsin-coupled fluorescence; inhibition, % at 15 µM; 330,000 compounds, 1.1% hits; in the data active = inhibition above about 15%
# S100A4 inh HTS: blocks human S100A4 binding to myosin IIA peptide. P26447. S100A4/TAMRA-MyoIIA peptide fluorescence polarization. inhibition, % at 10.7 µM. 360,000 compounds, 0.14% hits. AID 652163;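 active = mean inhibition of at least 70% across replicates, with every replicate also reaching that level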
# Target sequence (P26447 whole entry, looked up): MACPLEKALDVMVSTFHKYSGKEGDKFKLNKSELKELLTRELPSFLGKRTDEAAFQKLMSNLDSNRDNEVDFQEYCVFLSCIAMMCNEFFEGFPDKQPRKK
#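 Test system: S100A4 monomer protein. Medium: HEPES buffer with Ca2+, pH 7.2. Reagent: fluorescent myosin IIA peptide, 5 nM. Compound dosing: single-point compound testing. Timing: 5 min between mix addition and reading. Benchmarks: DMSO neutral and TFP positive wells.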
# Xi reactivation: X-chromosome reactivation activator. XiGFP mouse fibroblasts, % GFP-positive cells imaging, 3 d; cells co-treated with 5-aza-dC sensitizer; scaled so ellipticine positive control = 100%. activation, % at 7.58 µM. 360,000 compounds, 0.055% hits;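 active = mean normalized replicate activation at least 10% and every replicate at or above 10%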;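 note: 0% = median of on-plate neutral control wells and 100% = ellipticine 6 µM median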
#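 Material: XiGFP fibroblasts, SV40-immortalized; Buffer or medium: DMEM containing 5-aza-dC; Compound dosing: single point; Times: 3 days compound exposure.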
# Numbers without * were called inactive; . = not tested or not shown. These rows are one share of the data (hit frequency here may not be typical).
SMILES,ERAP1 inh,LGR2 inh,Statin myotox sup,Cneo AK release,PGC1a acetyl inh,SIRT5 block,S100A4 inh HTS,Xi reactivation
CCN1CC(=O)N2[C@@H](CO)[C@H](c3ccc(-c4cccnc4)cc3)[C@@H]2C1,-1,5,.,.,-1,-1,2,0.0
O=C(Nc1ccc(NC(=O)c2ccccc2)nc1)c1ccncc1,0,-5,-8,.,-10,-1,-6,0.0
Cc1cc(F)ccc1S(=O)(=O)N1CCCOC1CNC(=O)C(=O)NCCC1=CCCCC1 (configuration not stated),4,0,.,.,.,1,2,0.0
Cc1ccccc1CN1C(=O)CS/C1=N/N=C/c1ccco1,5,8,.,3,19,1,-3,0.0
CSc1nc2sc3c(c2c(=S)[nH]1)CC(C)(C)OC3,-3,-13,15,2,.,-6,1,0.0
CCS(=O)(=O)N1CCCCN2[C@H](C1)[C@@H](c1ccc(-c3ccccc3)cc1)[C@@H]2CO,-3,14,-29,-12,6,16*,8,0.2
CC(C)C#Cc1cnc2c(c1)C(=O)N([C@@H](C)CO)C[C@H](C)[C@@H](CN(C)C(=O)c1cccc(F)c1)O2,-1,-21,4,1,-11,3,5,0.1
COc1ccc(CN2C[C@@H](CO)O[C@@H](n3cnc4c(NCCCO)ncnc43)C2)cc1,-1,-10,-7,0,.,-1,-6,0.0
O=C(CSc1nnc2c(Cl)cc(Cl)cn12)N1CCOCC1,1,9,.,.,16,-3,-5,.
COc1ccccc1CC1S/C(=N/N=C/c2ccco2)NC1=O (configuration not stated),-2,9,.,.,-1,-1,4,0.3
Cc1ccc(NC(=S)c2ccncc2)cc1,0,2,-9,-13,-66,-1,2,0.0
COc1ccc(C2NC(=S)NC(C)=C2C(=O)Nc2ccccn2)cc1 (configuration not stated),-3,-13,.,3,.,0,-3,0.0
CCCCSc1nc2ccccc2[nH]1,-3,-21,-8,.,12,-4,-20,0.0
O=C(C[C@H]1C[C@H]2c3cc(NS(=O)(=O)c4ccc(F)cc4)ccc3O[C@H]2[C@@H](CO)O1)NCc1cccc(F)c1,2,-15,-1,52,-5,4,4,0.5
Cc1ccc(C2/C(=C(\O)c3c(C)nc4ccccn34)C(=O)C(=O)N2CCN(C)C)o1 (configuration not stated),0,-3,-8,.,-8,-3,2,0.3
O=C1NC2(CCCCCC2)C(=O)N1Cc1ccccc1F,0,2,1,3,4,0,0,0.0
CN(C)C(=O)C[C@@H]1C=C[C@H](NC(=O)C2CCC2)[C@@H](CO)O1,1,.,-17,-1,4,-2,-8,.
C[C@H]1CN([C@@H](C)CO)C(=O)c2cc(NC(=O)CCC(F)(F)F)ccc2O[C@H]1CN(C)Cc1ccc(Cl)c(Cl)c1,2,14,4,-2,1,-7,-5,-0.1
O=C(O)CCC(=O)N1N=C(c2ccco2)CC1c1ccco1 (configuration not stated),-3,19,2,1,7,3,-3,0.1
O=C(CN(C(=O)c1csnn1)c1ccc(Br)cc1)NC1CCCC1,1,-5,27,0,3,-1,1,0.5
Cc1ccccc1-n1c2nc(=O)n(C)c(=O)c-2cc2ccccc21,.,8,.,2,7,.,-6,0.0
CN(C)CCCN(C(=O)CCOc1ccccc1)c1nc2ccc(F)cc2s1,3,11,.,-3,50*,0,16,-0.2
CC(C)=CC(=O)Nc1ccc(S(=O)(=O)Nc2onc(C)c2C)cc1,-3,-2,-1,1,-3,-1,-20,0.0
CN(Cc1cncnc1)C[C@@H]1N[C@H](CO)[C@@H]1c1ccc(-c2ccc(C#N)cc2)cc1,2,-26,.,.,.,-6,-12,0.4
COc1cc(CCN(C(=O)c2cc3ccccc3[nH]2)C(c2ccccn2)c2nc3ccccc3[nH]2)cc(OC)c1 (configuration not stated),-2,-3,9,-2,-25,4,-3,0.0
Nc1ccc(-c2nc3ccccc3s2)cn1,1,-78,22,-3,.,-31,-1,0.0
C[C@@H]1CN([C@@H](C)CO)C(=O)CCCn2cc(nn2)CO[C@H]1CN(C)Cc1ccccc1C(F)(F)F,0,-5,29,-25,-5,-1,8,0.1
CC(C)NC(=O)N(C)C[C@H]1OCCCC[C@H](C)Oc2ccc(NC(=O)CCC(F)(F)F)cc2C(=O)N([C@@H](C)CO)C[C@H]1C,-1,9,.,0,4,-2,1,-0.1
Cc1ccc(S(=O)(=O)CCC(=O)OCn2nnc3ccccc3c2=O)cc1,2,16,1,-8,11,-2,7,0.0
COC(=O)c1[nH]c2ccccc2c1NC(=O)CN1CCN(Cc2ccc3c(c2)OCO3)CC1,3,-5,-15,0,.,1,2,.
C[C@H](CO)N1C[C@H](C)[C@H](CN(C)C(=O)C2CC2)Oc2cc(-c3ccc(C#N)cc3)ccc2S1(=O)=O,5,-7,.,1,4,1,-9,0.8
CN(C)S(=O)(=O)c1ccc(C(=O)NCC(=O)N/N=C/c2ccccc2Cl)cc1,1,0,.,.,.,8,2,0.1
O=C(C[C@@H]1CC[C@@H]2[C@H](COC[C@H](O)CN2C(=O)c2ccc(F)cc2)O1)N1CCOCC1,-2,-1,-2,1,2,0,4,4.2
CCCCNC(=O)[C@@H]1CC=C[C@@H]2CCN(C3CC3)C(=O)[C@@H]21,3,2,-5,0,.,-1,2,-0.1
C[C@H]1CN([C@@H](C)CO)C(=O)c2cc(C#CC3(O)CCCC3)cnc2O[C@H]1CN(C)S(C)(=O)=O,-1,1,.,-5,6,3,-13,-0.2
CC(C)(Oc1ccc(Cl)cc1)C(=O)N1CCN(C(=O)c2ccco2)CC1,-4,-8,4,-1,-13,-7,1,0.3
Cc1cccc([C@@H]2[C@@H]3C(=O)N(Cc4ccccc4)C(=O)[C@@H]3[C@]3(Cc4ccccc4)C(=O)N(c4ccccc4)C(=O)N23)c1,-5,-3,24,0,-8,0,-5,-0.2
Cc1noc(C)c1COc1ccc(C(=O)NCCOc2ccccc2)cc1,3,-14,1,-2,1,7,-12,-0.1
Cc1ccc(F)cc1S(=O)(=O)N[C@@H]1CCN(Cc2cccc3[nH]ccc23)C1,-4,.,.,-1,.,-3,5,.
C[C@@H]1CN([C@@H](C)CO)C(=O)c2cc(NC(=O)CCC(F)(F)F)ccc2O[C@@H](C)CCCCO[C@@H]1CN(C)C(=O)c1ccccc1,-1,-1,.,-1,5,5,9,0.2
COc1ccc(-c2ccc([C@@H]3[C@@H](CO)N(C(=O)c4cccc(F)c4)[C@H]3C#N)cc2)cc1,-2,18,18,-2,0,2,-6,0.2
COc1ccc(C)cc1CN1C(=O)c2ccccc2C1=O,1,-2,-4,2,-2,-4,-1,0.1
CNC[C@@H]1Oc2cc(C#CC(C)(C)O)ccc2S(=O)(=O)N([C@@H](C)CO)C[C@H]1C,5,-5,-17,-2,2,3,7,0.6
C[C@H](CO)N1C[C@H](C)[C@H](CN(C)Cc2ccc(-c3ccccc3)cc2)Oc2ccc(NC(=O)Nc3ccc4c(c3)OCO4)cc2CC1=O,1,1,1,0,-5,-4,4,0.5
COC(=O)C1(C(=O)OC)c2cc3c(cc2CN(S(=O)(=O)c2ccc(C)cc2)C1CC(C)=O)OCO3 (configuration not stated),-2,-8,.,.,.,-2,5,-0.1

# Sorted by value in SIRT5 block (lowest first): some entries from above
SMILES | ERAP1 inh | LGR2 inh | PGC1a acetyl inh | SIRT5 block | S100A4 inh HTS
C[C@H](CO)N1C[C@H](C)[C@H](CN(C)Cc2ccc(-c3ccccc3)cc2)Oc2ccc(NC(=O)Nc3ccc4c(c3)OCO4)cc2CC1=O | 1 | 1 | -5 | -4 | 4
O=C(C[C@@H]1CC[C@@H]2[C@H](COC[C@H](O)CN2C(=O)c2ccc(F)cc2)O1)N1CCOCC1 | -2 | -1 | 2 | 0 | 4
CNC[C@@H]1Oc2cc(C#CC(C)(C)O)ccc2S(=O)(=O)N([C@@H](C)CO)C[C@H]1C | 5 | -5 | 2 | 3 | 7

# Given as tab-separated lines: entries from further up
Compound	ERAP1 inh	LGR2 inh	Statin myotox sup	Cneo AK release	PGC1a acetyl inh	SIRT5 block	S100A4 inh HTS	Xi reactivation
C[C@@H]1CN([C@@H](C)CO)C(=O)c2cc(NC(=O)CCC(F)(F)F)ccc2O[C@@H](C)CCCCO[C@@H]1CN(C)C(=O)c1ccccc1	-1	-1	.	-1	5	5	9	0.2
COc1ccc(-c2ccc([C@@H]3[C@@H](CO)N(C(=O)c4cccc(F)c4)[C@H]3C#N)cc2)cc1	-2	18	18	-2	0	2	-6	0.2
COc1ccc(C)cc1CN1C(=O)c2ccccc2C1=O	1	-2	-4	2	-2	-4	-1	0.1

# (further entries)
SMILES,ERAP1 inh,LGR2 inh,Statin myotox sup,Cneo AK release,PGC1a acetyl inh,SIRT5 block,S100A4 inh HTS,Xi reactivation
COc1ccc(S(=O)(=O)N2CCN(C(=O)CC(C)C)CC2)cc1,0,1,9,10,21,-3,8,0.3
CC(C)CCN1CCN(Cc2cccn2-c2ccc(Cl)cn2)CC1CCO (configuration not stated),-2,2,2,.,-1,-2,0,0.0
COc1ccc(CCNC(=O)COC(=O)c2ccc(C)s2)cc1,0,-14,5,-1,-6,3,-1,0.0
Nc1ncncc1-c1ccc2ccccc2c1,0,9,-7,-1,.,-2,0,0.1
O=[N+]([O-])c1cccc(COc2ccc(CN3CCCC3)cc2)c1,-4,14,-1,7,-3,-4,4,-0.1
COc1ccc(S(=O)(=O)NCc2cccnc2)cc1C(=O)N1CCCCC1,-3,15,19,-2,.,-2,8,0.0
CN(C(=O)c1ccccc1OCc1ccc(F)cc1)c1c(N)n(Cc2ccccc2)c(=O)[nH]c1=O,-2,5,3,2,-1,-2,-3,0.0

# 6 successive entries already listed, quoted:
SMILES,ERAP1 inh,LGR2 inh,Statin myotox sup,Cneo AK release,PGC1a acetyl inh,SIRT5 block,S100A4 inh HTS,Xi reactivation
C[C@H](CO)N1C[C@H](C)[C@H](CN(C)Cc2ccc(-c3ccccc3)cc2)Oc2ccc(NC(=O)Nc3ccc4c(c3)OCO4)cc2CC1=O,1,1,1,0,-5,-4,4,0.5
COC(=O)C1(C(=O)OC)c2cc3c(cc2CN(S(=O)(=O)c2ccc(C)cc2)C1CC(C)=O)OCO3 (configuration not stated),-2,-8,.,.,.,-2,5,-0.1
COc1ccc(S(=O)(=O)N2CCN(C(=O)CC(C)C)CC2)cc1,0,1,9,10,21,-3,8,0.3
CC(C)CCN1CCN(Cc2cccn2-c2ccc(Cl)cn2)CC1CCO (configuration not stated),-2,2,2,.,-1,-2,0,0.0
COc1ccc(CCNC(=O)COC(=O)c2ccc(C)s2)cc1,0,-14,5,-1,-6,3,-1,0.0
Nc1ncncc1-c1ccc2ccccc2c1,0,9,-7,-1,.,-2,0,0.1
